High-throughput results deposited in PubChem by several laboratories.
LEDGF integ inh – blockers of LEDGF/p75-dependent integrase strand transfer – biochemical, TR-FRET, high throughput, primary screen. HIV-1 integrase (with human LEDGF/p75). TR-FRET IN-LEDGF/p75 DNA integration, Eu/Cy5. inhibition, % at 3.7 µM. 0.64% of 370,000 active. AID 743269, 2014;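 active = inhibition above the screen-wide mean plus 3 SD, cut at about 13% in these data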;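 also: signal is the Cy5 over europium emission ratio at 671 and 618 nm; 0% = plate median of compound wells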
HTRA1 inhibitor – HTRA1 serine protease inhibitors, primary screen, biochemical, fluorescence polarization, HTS. 0.5% of 340,000 active. Q92743. AID 504803, 2011. inhibition, % at 5.96 µM. recombinant HTRA1, FP-rhodamine activity-based probe; in the data active = inhibition above about 36%;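 also: 0% = enzyme with DMSO and 100% = wells lacking enzyme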
Target sequence (Q92743 whole entry, looked up): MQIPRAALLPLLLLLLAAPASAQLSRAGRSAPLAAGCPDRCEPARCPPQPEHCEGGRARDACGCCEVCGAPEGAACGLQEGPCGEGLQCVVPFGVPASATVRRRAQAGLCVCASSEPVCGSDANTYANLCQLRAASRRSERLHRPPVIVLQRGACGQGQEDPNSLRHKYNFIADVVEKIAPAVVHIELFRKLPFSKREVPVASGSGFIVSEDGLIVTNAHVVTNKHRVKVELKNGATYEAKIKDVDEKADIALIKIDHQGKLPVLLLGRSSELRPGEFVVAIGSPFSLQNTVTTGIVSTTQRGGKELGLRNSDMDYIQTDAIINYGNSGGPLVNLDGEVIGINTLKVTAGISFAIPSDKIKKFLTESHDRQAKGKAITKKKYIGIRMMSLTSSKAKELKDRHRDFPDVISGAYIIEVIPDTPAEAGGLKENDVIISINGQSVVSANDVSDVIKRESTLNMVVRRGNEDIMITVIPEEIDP
SIAE primary – human SIAE inhibitors, primary screen, biochemical, fluorescence polarization, FP-Rh probe, 1536-well HTS; SIAE FP-Rh probe binding; 0.69% of 370,000 active; AID 1053197, 2014; Sialate O-acetylesterase (Homo sapiens), Q9HAT2; inhibition, % at 9.66 µM;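 active = inhibition above a cutoff: mean of compounds within the control limits plus 3 SD of those, cut at about 17% in these data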;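 also: 0% = plate median of compound wells and 100% = probe without SIAE protein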
PRMT1 FP inh – PRMT1 methyltransferase inhibitors, primary screen, biochemical, fluorescence polarization; AID 652257, 2013; 1.3% of 370,000 active; recombinant PRMT1, activity-based probe fluorescence polarization; Protein arginine N-methyltransferase 1 (Homo sapiens), Q99873; inhibition, % at 2.79 µM;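 active = inhibition above about 21% made by adding two undisclosed values, limit read from the data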
Target sequence (Q99873 whole entry, looked up): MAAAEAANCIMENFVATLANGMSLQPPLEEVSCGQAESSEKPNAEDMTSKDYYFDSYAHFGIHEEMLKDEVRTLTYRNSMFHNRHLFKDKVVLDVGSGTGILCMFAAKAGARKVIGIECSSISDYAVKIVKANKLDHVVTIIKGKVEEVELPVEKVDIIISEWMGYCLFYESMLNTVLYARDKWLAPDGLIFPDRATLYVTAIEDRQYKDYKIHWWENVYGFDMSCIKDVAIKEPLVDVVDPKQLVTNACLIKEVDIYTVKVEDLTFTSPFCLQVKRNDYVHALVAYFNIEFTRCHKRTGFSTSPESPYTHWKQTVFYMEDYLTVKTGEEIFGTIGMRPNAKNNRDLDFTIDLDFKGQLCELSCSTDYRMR
Rev-erbA mod – modulators of Rev-erb alpha DNA binding, primary screen, biochemical, FITC-DNA, fluorescence polarization, uHTS; activity, % at 10 µM; 0.79% of 370,000 active; Rev-erbα–FITC-DNA binding, 90 min; AID 1259318, 2017;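 active = activity above about 14%, limit read from the data; passing the limit was not always enough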;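 also: 0% = DMSO wells with 35 nM protein and 100% = DMSO wells with 750 nM protein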
PG9 Ab binder – binders of HIV-1 gp120 antibody PG9, primary screen, biochemical, TR-FRET; TR-FRET gp120-PG9 antibody binding; inhibition, % at 6.7 µM; 0.43% of 360,000 active; AID 624416, 2012; in the data active = inhibition above about 8.5%
ABHD4 inh – ABHD4 inhibitors, primary screen, biochemical, fluorescence polarization, mouse; (Lyso)-N-acylphosphatidylethanolamine lipase (Mus musculus), Q8VD66; purified mABHD4, FP-Rh probe fluorescence polarization; inhibition, % at 8.92 µM; 0.54% of 370,000 active;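 active = inhibition exceeding the mean over every tested compound plus 3 SD, cut at about 30% in these data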;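 also: 0% = plate median of compound wells and 100% = S159A mutant with DMSO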
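System: mouse ABHD4 enzyme, wild type / Medium: HEPES pH 7.0, NaCl, Pluronic buffer / Reagent: FP-Rh activity-based fluorescent probe / Control set: S159A mutant high control, sample median low control / Detection: fluorescence polarization with parallel and perpendicular emission, 525/598 nm / Schedule: 45 min + 60 min at 25 °C / Compound dosing: 8.92 µM, single dose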
TCR CD3 inh – inhibitors of human TCR-CD3 interaction, primary screen, biochemical, fluorescence, TAMRA-labeled TCR probe; T-cell receptor (TCR); inhibition, % at 9.4 µM; 0.37% of 360,000 active; AID 651800, 2012; in the data active = inhibition above about 19%;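 also: recombinant mutant TCR 2C K166C tagged with TAMRA read by polarization; 0% = receptor in buffer alone and 100% = receptor with positive control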
rCAG binder – binders of r(CAG) RNA repeats, primary screen, biochemical, fluorescence; r(CAG) RNA repeat, TO-PRO-1 dye displacement fluorescence; inhibition, % at 3 µM; 1.3% of 370,000 active;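 active = inhibition above the plate cutoff, the mean of all test compounds on that plate plus 3 SD, cut at about 35% in these data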;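 also: 0% = DMSO alone and 100% = 100 µM mitoxantrone as full dye displacement; higher means more dye released from RNA so lower well fluorescence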
TDP2 inh – human TDP2 enzyme inhibitors, primary screen, biochemical, epi absorbance, recombinant enzyme; Tyrosyl-DNA phosphodiesterase 2 (Homo sapiens), O95551; 0.34% of 370,000 active; inhibition, % at 12.8 µM; T5PNP hydrolysis, p-nitrophenol absorbance 415 nm;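 active = inhibition above the mean of all tested compounds plus 3 SD, set per campaign, cut at about 25% in these data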;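 also: 0% = DMSO with enzyme and 100% = buffer with substrate but no TDP2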
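Evaluation: % inhibition relative to enzyme-containing and enzyme-free wells. Material: recombinant human TDP2. Benchmarks: enzyme-free and DMSO wells. Timing: enzyme reaction with compound for 2 h at 37 °C. Compound dosing: 12.8 µM only. Measured by: p-Nitrophenol epi absorbance. Reagent: T5PNP substrate at 5 mM, a TopII-DNA adduct mimic. Replication: single well per compound.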
Numbers without * were called inactive; / = not tested or not shown. The list is partial; rates above refer to the full screens.

SMILES	LEDGF integ inh	HTRA1 inhibitor	SIAE primary	PRMT1 FP inh	Rev-erbA mod	PG9 Ab binder	ABHD4 inh	TCR CD3 inh	rCAG binder	TDP2 inh
Cc1ccc(-c2cc(C(F)(F)F)n3ncc(C(=O)N4CCN(C)CC4)c3n2)cc1	-1	-2	6	-1	0	-1.3	9	2	-9	2
CN(C)c1ccc(/C=N/Nc2cc(N3CCOCC3)nc(N3CCOCC3)n2)cc1	-1	8	13	-4	1	-9.4	-1	8	1	-4
CC(C)(C)N(NC(=O)Nc1ccccc1)C(=O)c1ccccc1Cl	1	0	1	0	-3	0.5	-1	3	1	-3
CN(C(=O)CCNC(=O)N1CC(=O)Nc2ccccc21)C1CCCCC1	0	2	-6	2	-6	-3.5	2	3	-3	0
Cc1c(NC(=O)/C(=C\c2ccccc2)NC(=O)c2ccccc2)c(=O)n(-c2ccccc2)n1C	0	3	6	-3	1	-1.6	0	4	0	4
Cc1ccccc1C(=O)N[C@H](C(=O)N1CCC[C@H]1C(=O)NC1CCCC1)c1ccccc1	2	/	2	-1	2	-1.0	0	-5	-4	-3
CN(C)c1nc(N)nc(CSc2nnnn2-c2ccccc2)n1	-1	-2	-3	-1	-3	-0.2	-6	0	-2	-3
O=C(NC(=S)NC1CCSC1=O)c1cccs1 (configuration not stated)	-2	7	2	36*	11	-0.1	2	6	3	-2
O=C(COC(=O)C1CCN(S(=O)(=O)c2ccc3c(c2)OCCO3)CC1)Nc1ccccc1OC(F)F	-3	-16	-3	-1	1	-2.3	-5	10	2	5
CCc1ccc(CN(C)C(=O)C2CCC(=O)N(CCCN3CCCC3=O)C2)cc1 (configuration not stated)	-2	4	1	-5	1	-2.5	1	4	-6	12
CC1(C(=O)NS(=O)(=O)c2ccc(C#N)cc2)CCN1C(=O)C1(c2ccccc2)CC1 (configuration not stated)	3	/	-4	-5	-3	0.5	4	1	5	-10
Cc1ccc(-c2nc3ccccc3o2)cc1NC(=O)c1ccc2c(c1)OCO2	2	-5	-9	-1	4	1.8	-5	2	6	3
COc1ccc(CCNC(=O)C(=O)c2cn(CC(=O)N3CCOCC3)c3ccccc23)cc1	4	4	-2	-6	-6	-2.1	1	2	-3	-7
COc1ccccc1N1CCN(CC(=O)c2c(C)[nH]c3cc(C)ccc23)CC1	2	3	1	3	-5	0.7	2	1	-6	-1
Cc1ccc(S(=O)(=O)Nc2ccccc2-c2ccccc2NS(=O)(=O)c2ccc(C)cc2)cc1	-4	-66	-10	4	-5	0.3	-20	-7	74*	-2

Record cards, from the list above. Screens in order: LEDGF integ inh | HTRA1 inhibitor | SIAE primary | PRMT1 FP inh | Rev-erbA mod | PG9 Ab binder | ABHD4 inh | TCR CD3 inh | rCAG binder | TDP2 inh
O=C(NC(=S)NC1CCSC1=O)c1cccs1 (configuration not stated) across the screens: -2 | 7 | 2 | 36* | 11 | -0.1 | 2 | 6 | 3 | -2
CN(C)c1ccc(/C=N/Nc2cc(N3CCOCC3)nc(N3CCOCC3)n2)cc1 across the screens: -1 | 8 | 13 | -4 | 1 | -9.4 | -1 | 8 | 1 | -4

Next entries follow.
SMILES	LEDGF integ inh	HTRA1 inhibitor	SIAE primary	PRMT1 FP inh	Rev-erbA mod	PG9 Ab binder	ABHD4 inh	TCR CD3 inh	rCAG binder	TDP2 inh
CCOC(=O)C1=C(CN2CCN(C(=O)c3ccco3)CC2)NC(=O)NC1c1ccc(F)cc1 (configuration not stated)	0	0	-4	2	5	-2.1	-1	-4	-8	12
O=C(O)c1ccc(S(=O)(=O)c2ccccc2C(=O)O)c([N+](=O)[O-])c1	2	3	1	4	2	1.8	2	-4	-2	0
CC(C)S(=O)(=O)c1csc(NC(=O)Nc2cc(Cl)ccc2Cl)c1Cl	-3	-11	-26	4	6	0.7	-3	-2	4	-8
CC1=C(C(=O)N(C)C)CC(CC(=O)NCC2CCCCC2)C(=O)N1Cc1ccc(C(C)(C)C)cc1 (configuration not stated)	0	0	-5	-6	8	3.3	-4	-5	1	-21
CCOC(=O)C1=C(COC(=O)/C=C/c2cccc(OC)c2OC)NC(=O)NC1C (configuration not stated)	-5	0	-2	-2	-2	-2.1	-1	-3	-9	5
O=c1oc(Cc2ccccc2)nc2ccccc12	-4	-5	-8	12	0	1.5	-11	-1	2	-18
CC(CN1C(C)CCCC1C)OC(=O)c1ccc(Cl)cc1 (configuration not stated)	2	3	-3	-5	-5	-1.9	-1	3	-4	-7
CCOc1ccc(S(=O)(=O)Nc2ccc(C(=O)NCCCN3CCCC3=O)cc2)cc1	-3	2	-3	3	1	0.5	1	0	-5	-5
CCN(c1nc(C)cc(OC)n1)S(=O)(=O)c1ccccc1	-3	1	18*	-1	0	-1.2	-3	7	4	-13
CCN(C(=O)CSc1nc2ccc(C)cc2[nH]1)C1CCS(=O)(=O)C1 (configuration not stated)	0	6	2	-2	3	-1.9	6	5	2	-11
COCc1cc(N2CCN(C(=O)OC(C)(C)C)C[C@@H]2C)ccc1N1CCN(Cc2ccccc2)[C@H](C)C1	5	/	-2	-1	-4	0.4	-12	-6	4	-14
COC(=O)CCCCCN1C(=O)NC(c2ccccc2)C(C(=O)OCc2ccccc2)=C1C (configuration not stated)	1	-16	5	1	0	0.7	4	-4	-7	4
COc1ccc(S(=O)(=O)N(CC(=O)NC2CC2)C2CCCCC2)cc1Cl	0	2	3	3	-3	-0.5	-5	-3	-6	7
CC(=O)c1ccc(-n2c(CCC(=O)O)ccc2-c2ccc(Br)cc2)cc1	-6	3	0	5	-3	2.7	5	-2	4	-9
COc1cccc(NC(=O)CSc2nc3n[nH]c(C)c3c(=N)n2-c2cccc(OC)c2)c1	0	-94	-36	0	-3	-3.0	-29	0	12	1
O=C(Nc1ccc2c(c1)OCCO2)c1ccncc1	3	-2	0	-2	2	-0.3	1	2	-1	-6
O=C(Nc1nc2ccccc2[nH]1)C1CCCO1 (configuration not stated)	-2	-7	-2	2	-4	-1.6	1	6	-1	-2
CCc1nnc(NC(=O)c2ccc(S(=O)(=O)N3CCc4ccccc4C3)cc2)s1	-3	2	-1	2	-1	-1.2	3	6	1	5
CN(Cc1ccccc1)C(=O)[C@@H]1CCCN1C(=O)[C@@H]1CCCN1C(=O)c1c(F)cccc1F	-2	/	3	0	-1	1.3	8	-10	0	13
CC(C)(C)NC(=O)C(c1ccc(C#N)cc1)n1c(=O)c(-c2ccco2)nc2ccccc21 (configuration not stated)	-1	/	0	31*	-4	-0.5	4	-12	37*	4
O=C(O)c1ccc(/C=C2\COc3ccccc3C2=O)cc1	5	4	-5	-2	2	-1.5	-8	-13	8	-9
COCCCNC(=O)CN1CCN(Cc2ccc(Cl)cc2)C1=O	3	3	-8	-9	-5	-0.9	-3	1	1	5
CC1CCCC(C)N1CC(O)COCc1ccccc1F (configuration not stated)	0	2	-3	-3	4	-0.3	6	0	-1	-5
C=CCN(c1ccccc1OC)S(=O)(=O)c1cccc(C(=O)Nc2nnc(C3CC3)s2)c1	0	-25	-6	-2	1	-1.0	-19	9	27	-8
CC(C)CN1C(=O)/C(=C/c2ccco2)NC1=S	-4	9	6	18	1	-3.3	17	-5	19	-7
CCC(=O)N1CCN(c2cc(N3CCCC3)c(F)cc2[N+](=O)[O-])CC1	-5	5	-1	2	-4	-1.0	-1	2	-6	1
CC(C)c1ccc(NS(=O)(=O)c2cn(C)c(=O)n(C)c2=O)cc1	-3	-3	-1	0	-2	-0.4	-1	0	2	-6
CCn1c(SCC(=O)Nc2ccccc2-c2ccccc2)nnc1-c1ccc(Cl)cc1	0	/	1	-3	-4	/	2	/	2	9
CCOc1ccc(CCNC(=O)COC(=O)CNS(=O)(=O)c2ccc(C)cc2)cc1OCC	-1	-3	0	-1	-4	-1.8	-1	3	-3	3
COc1ccc(CCNC(=O)c2ccc3c(c2)OCCO3)cc1	-1	-9	4	-2	0	-1.0	2	0	-1	-2
CCCNc1c(N)n(-c2ccccc2)c(=O)[nH]c1=O	1	1	-2	-3	-1	0.0	5	2	5	2
O=C(CCc1nc2ccccc2c(=O)[nH]1)NNC(=O)COc1ccc(Br)cc1	4	10	-4	-4	-5	-1.3	-4	1	8	-7
COc1cc(NC(=O)CN2CCCCC2C)c(C)cc1[N+](=O)[O-] (configuration not stated)	1	-11	4	-1	-4	0.2	0	-1	1	-10
O=C(CN(C(=O)CCC(=O)Nc1nccs1)c1ccc(F)cc1)NCc1ccco1	0	7	7	-1	1	-1.1	5	2	-3	-3
O=C(O)C(=Cc1ccccc1[N+](=O)[O-])c1ccc2c(c1)OCO2	0	6	-1	-3	-1	-3.0	3	-2	4	9
O=C(NCCS(=O)(=O)N1CCN(c2ccc(F)cc2)CC1)c1ccc(Br)o1	-6	7	-2	2	-3	-0.5	1	-1	-1	-11
COc1ccc(NC(=O)c2nnn(CC(=O)Nc3ccc4c(c3)OCO4)c2N)c(OC)c1	-8	6	4	3	-6	-0.4	-2	-2	19	-14
O=c1cc(N2CCCCC2)c(-c2ccccc2)nn1Cc1ccc(Cl)cc1Cl	-3	-61	1	-3	-6	-0.6	7	6	5	-3
CCOc1ccc(C(=O)O/N=C(\N)c2ccc([N+](=O)[O-])cc2)cc1OCC	-3	2	-1	1	-1	-0.9	6	-2	-3	2
CC(C)C(=O)Nc1ccc(C(=O)NNC(=O)c2ccco2)cc1	1	-4	1	-3	-2	1.1	2	-2	0	12
COC(=O)C1=C(C)OC(N)=C(C#N)C1c1cccnc1 (configuration not stated)	-2	6	-1	0	-6	1.4	13	4	1	1
O=C(OCC(=O)N1CCCC1)c1c(Cl)cccc1Cl	5	9	3	-5	1	0.3	-3	9	-5	-4
CCCc1cc(=O)[nH]c(Nc2ccc(Cl)cc2)n1	1	-9	5	-3	1	-0.4	-1	4	41*	-2
O=C(Cc1cccc2ccccc12)Nc1ccc(N2CCOCC2)cc1	-5	-3	6	5	-5	2.9	5	-4	-1	2
Cc1ccc(NC(=O)CCNS(=O)(=O)c2cccc3nonc23)cc1Cl	2	-2	-5	-6	-4	-2.2	-3	2	0	-4
O=C(O)C1CC(=O)N(c2ccc(OCc3ccc(Br)cc3)cc2)C1 (configuration not stated)	0	10	-4	-3	-2	-3.2	-8	2	9	-20
CCN(CC)S(=O)(=O)c1ccc(C)c(NS(=O)(=O)c2cc(/C=C/C(=O)O)cc(OC)c2OC)c1	-1	3	3	-2	0	-0.4	13	1	8	20
COc1ccccc1CN1CCSCC1	1	7	7	4	-1	-2.5	8	10	0	-6
